LMP1 NFkB inh – Epstein-Barr LMP1 NF-kappaB reporter inhibition | LMP1-induced NF-kappaB luciferase reporter cells, luminescence | inhibition, % at 12.5 µM | hit rate 0.69% among 350,000; in the data active means inhibition above about 41%;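 further: 0% = neutral control wells and 100% = reference inhibitor control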
NCOA2 inhibitor – human SRC2 (NCOA2) inhibition. HEK293 GAL4-SRC2 luciferase reporter, luminescence. inhibition, % at 9 µM. hit rate 0.17% among 370,000;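 active means inhibition above the mean inhibition of all tested compounds plus 3 SD, set per campaign, cut at about 52% in these data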;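 further: 0% = DMSO treated cells and 100% = cells given Gossypol at 36 µM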
Vif imaging – HIV Vif inhibition; HEK293T cells, Vif self-association by quenched fluorescence, imaging, 24 h; inhibition, % at 7.49 µM; hit rate 0.35% among 340,000; AID 602346; in the data active means inhibition above about 50%, passing the limit was not always enough; further: some results filed as inactive read as strong as hits
NCOA3 inh – inhibitors of human steroid receptor coactivator 3 (SRC3); HEK293 GAL4-SRC3 luciferase reporter, luminescence; Q9Y6Q9; inhibition, % at 3.6 µM; hit rate 0.17% among 360,000;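 active means inhibition above a per-campaign cutoff, the mean of all compounds plus 3 SD, cut at about 60% in these data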;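 further: 0% = DMSO-treated cells and 100% = gossypol-treated cells at 36 µM; higher means less SRC3-driven luciferase light from the GAL4 reporter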
NOD2-RIPK2 inh – blocks binding of human NOD2 to RIPK2; O43353; CHO BLA complementation NOD2-RIPK2, CCF4 ratio; inhibition, % at 4.98 µM; hit rate 0.38% among 360,000; in the data active means inhibition above about 21%;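 further: 0% = vehicle only and 100% = reference blocker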
Target sequence (O43353 whole entry, looked up): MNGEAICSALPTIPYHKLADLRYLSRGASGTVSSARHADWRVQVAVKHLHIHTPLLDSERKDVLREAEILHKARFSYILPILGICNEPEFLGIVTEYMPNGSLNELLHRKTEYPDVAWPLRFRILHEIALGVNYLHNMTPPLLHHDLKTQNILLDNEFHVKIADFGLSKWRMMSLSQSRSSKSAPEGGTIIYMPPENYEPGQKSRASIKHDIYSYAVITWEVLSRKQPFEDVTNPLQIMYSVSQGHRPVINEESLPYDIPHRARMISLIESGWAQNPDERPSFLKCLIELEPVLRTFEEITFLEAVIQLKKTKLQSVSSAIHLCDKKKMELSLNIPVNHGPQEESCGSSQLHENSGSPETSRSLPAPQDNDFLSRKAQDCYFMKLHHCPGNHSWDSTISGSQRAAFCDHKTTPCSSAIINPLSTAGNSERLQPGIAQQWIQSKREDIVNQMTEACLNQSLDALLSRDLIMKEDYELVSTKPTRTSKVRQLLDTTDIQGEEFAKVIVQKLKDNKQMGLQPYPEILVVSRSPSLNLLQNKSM
NR5A2 inv ag – inverse agonists of human LRH-1 (NR5A2). O00482. HEK293T StAR-luciferase reporter, LRH-1 transfected, 24 h. inhibition, % at 3.6 µM. hit rate 0.13% among 360,000;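 active means inhibition above the mean inhibition of all tested compounds plus 3 SD, cut at about 73% in these data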;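 further: 0% = DMSO wells and 100% = reporter-only cells lacking LRH-1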
Target sequence (O00482 whole entry, looked up): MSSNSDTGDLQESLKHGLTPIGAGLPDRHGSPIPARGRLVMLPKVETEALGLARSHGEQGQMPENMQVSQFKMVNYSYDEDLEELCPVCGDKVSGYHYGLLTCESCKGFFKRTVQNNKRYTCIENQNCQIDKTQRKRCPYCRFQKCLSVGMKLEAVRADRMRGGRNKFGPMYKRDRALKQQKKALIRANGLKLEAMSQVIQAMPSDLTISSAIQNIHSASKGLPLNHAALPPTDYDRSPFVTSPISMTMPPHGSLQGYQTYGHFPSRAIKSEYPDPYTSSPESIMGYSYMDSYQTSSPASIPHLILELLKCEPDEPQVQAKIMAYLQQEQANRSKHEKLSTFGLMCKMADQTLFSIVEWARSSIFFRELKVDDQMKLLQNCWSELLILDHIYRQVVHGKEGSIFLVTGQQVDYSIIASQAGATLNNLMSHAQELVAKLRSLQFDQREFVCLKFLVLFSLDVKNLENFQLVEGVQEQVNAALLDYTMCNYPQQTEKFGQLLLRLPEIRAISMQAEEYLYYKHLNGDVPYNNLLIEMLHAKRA
NCOA1 inh – inhibitors of human steroid receptor coactivator 1 (SRC1); Q15788; HEK293 GAL4-SRC1 luciferase reporter, luminescence; inhibition, % at 3.6 µM; hit rate 0.12% among 360,000;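 active means inhibition above the campaign mean plus 3 SD, with each screening campaign given its own cutoff, cut at about 60% in these data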;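 further: 0% = DMSO treated cells and 100% = gossypol at 36 µM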
NR2F2 inh – blocks human COUP-TFII nuclear receptor. HEK293T NGFI-A luciferase reporter, luminescence. inhibition, % at 8.6 µM. hit rate 0.7% among 370,000. AID 686940;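 active means inhibition above a per-plate cutoff, mean inhibition of test wells between control levels plus 3 SD, cut at about 38% in these data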;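 further: cells cotransfected with COUP-TFII expression vector driving the NGFI-A reporter; 0% = median of COUP-TF2 test wells and 100% = reporter-only cells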
TROY NFkB inh – blocks TROY-dependent signaling in reporter cells | Q293 LMP1-TROYcd NF-kB luciferase reporter, 4 h | inhibition, % at 10 µM | hit rate 0.98% among 360,000 | AID 1347056;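 active means compounds whose plate-normalised and pattern-corrected inhibition of the luciferase reporter signal at the single screening dose is 50% or more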
C8 TRAIL sens – caspase-8 TRAIL sensitization; NB7+C8 cells + TRAIL, ATPlite viability luminescence; inhibition (viability loss, TRAIL sensitization), % at 10 µM; hit rate 1% among 360,000; AID 624354;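 active means compounds causing at least 50% loss of cell viability in the single-dose screen, relative to plate controls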
TLR9-MyD88 inh – blocks human TLR9 binding to MyD88; AID 504734; CHO BLA complementation TLR9-MyD88, CCF4 FRET ratio; Q9NR96+Q99836; inhibition, % at 4.98 µM; hit rate 0.21% among 340,000;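 active means inhibition above the mean over all tested compounds plus 3 SD, cut at about 21% in these data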;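 further: 0% = DMSO only wells and 100% = clavulanate BLA inhibitor control wells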
* = called active by the depositor; nt = no result given.

Preview (2 entries):
Values run as follows: LMP1 NFkB inh, NCOA2 inhibitor, Vif imaging, NCOA3 inh, NOD2-RIPK2 inh, NR5A2 inv ag, NCOA1 inh, NR2F2 inh, TROY NFkB inh, C8 TRAIL sens, TLR9-MyD88 inh
> O=C(COc1ccc(-c2nnco2)cc1)Nc1c(F)cccc1F
→ -1, -11, -1, -71, -4, -27, -18, 0, -31, 0, -6
> COC(=O)c1c(N)[nH]c(C(=O)c2ccccc2)c1-c1ccccc1Br
→ nt, -7, nt, nt, -2, 14, nt, 2, 28, -19, nt

The list itself, from the start:
Values run as follows: LMP1 NFkB inh, NCOA2 inhibitor, Vif imaging, NCOA3 inh, NOD2-RIPK2 inh, NR5A2 inv ag, NCOA1 inh, NR2F2 inh, TROY NFkB inh, C8 TRAIL sens, TLR9-MyD88 inh
> O=C(COc1ccc(-c2nnco2)cc1)Nc1c(F)cccc1F
→ -1, -11, -1, -71, -4, -27, -18, 0, -31, 0, -6
> COC(=O)c1c(N)[nH]c(C(=O)c2ccccc2)c1-c1ccccc1Br
→ nt, -7, nt, nt, -2, 14, nt, 2, 28, -19, nt
> COc1ccc([N+](=O)[O-])cc1N(CC(=O)NCC1CCCO1)S(C)(=O)=O (stereo not drawn)
→ -14, -12, 10, 20, -6, 18, -3, -2, -1, 16, -10
> CC(=O)C1CCC2C3CCC4=CC(=O)CCC4(C)C3(Br)C(=O)CC12C (stereo not drawn)
→ 4, 18, -4, -3, -1, -3, -8, 7, 4, -10, -5
> CCCCOc1c(Br)cc(/C=N/O)cc1OCC
→ 7, 6, 2, -1, 2, -14, 6, 15, 4, -3, 5
> COC(=O)c1cc(Br)c(=O)n(-c2nccs2)c1
→ -1, -5, -6, 11, 3, -9, 16, -12, -2, 0, -8
> CC(C)C1CC(c2ccccc2)(C(CN)CO)CCO1 (stereo not drawn)
→ -2, 19, -2, 14, -7, -3, 1, 20, -18, -2, 1
> Cc1ccc(C)c(NC(=O)CSc2nnc(-c3ccncc3)o2)c1
→ nt, -17, nt, -7, -12, -11, -2, -7, 13, -32, nt
> O=C(Cn1nc(-c2ccc(Cl)cc2)c2ccccc2c1=O)NCC1CCCO1 (stereo not drawn)
→ -8, -22, -1, 7, 4, -3, -16, -8, 6, 9, 3
> CC(=O)c1c(C)[nH]c(C(=O)NCc2ccco2)c1C
→ -3, 20, -5, 16, -5, -10, -9, -8, 16, 9, -6
> CCN(CC(=O)NCc1ccc(Cl)cc1)C(=O)/C=C/c1cccs1
→ 5, -19, 1, 12, 0, 14, 8, -10, 8, 2, 5
> CCOc1ccc(OCC)c(NC(=O)CN2CCN(c3cccc(C)c3)CC2)c1
→ 15, 13, -11, 1, -11, 6, 12, 7, 29, -3, -6
> COc1ccc(-c2cc(C(=O)OCC(=O)c3c(N)n(C)c(=O)n(C)c3=O)c3ccccc3n2)cc1
→ -3, -1, 2, -15, 4, -7, 2, 13, -61, 16, 2
> CC(=O)Nc1ccc(S(=O)(=O)O)c(OC(C)=O)c1
→ -2, 1, 12, -16, 6, -8, 1, 17, -2, 4, -1
> O=C(COc1ccccc1F)NNC(=O)c1ccc(F)c(S(=O)(=O)N2CCOCC2)c1
→ 8, 0, 10, -6, -3, 25, 0, 7, -12, -10, 5
> C/C(=N\NC(=O)C(O)(c1ccccc1)c1ccccc1)c1ccc(NC(=O)CCCC(=O)O)cc1
→ -6, -14, 2, 16, -1, -15, -42, -7, -11, 3, 1
> Cc1cc(NC(=O)C2CC2)ncc1NC(=O)c1ccccn1
→ -5, -46, -4, -57, -9, -97, -144, -32, -42, 1, -3
> COC(=O)c1cc(S(=O)(=O)Nc2cccc(C)c2C)cn1C
→ 4, 12, 0, -2, -13, 8, -1, 16, 9, 4, -4
> O=C(CSc1nnc(COc2ccccc2Cl)o1)Nc1ccccc1
→ -6, -3, 25, 1, -9, -13, 0, 20, -16, -19, -11
> CCOC(=O)c1ccc(-c2c(-c3ccc(OC)cc3)oc(=O)c3cc(OC)c(OC)cc23)cc1F
→ 4, 8, nt, -3, -6, 3, -23, 2, -14, 2, -2

Next section.
Values run as follows: LMP1 NFkB inh, NCOA2 inhibitor, Vif imaging, NCOA3 inh, NOD2-RIPK2 inh, NR5A2 inv ag, NCOA1 inh, NR2F2 inh, TROY NFkB inh, C8 TRAIL sens, TLR9-MyD88 inh
> Cc1ccc(NS(=O)(=O)c2cccc(C(=O)O)c2)cc1S(=O)(=O)N1CCCCC1
→ 2, 2, 2, -7, 0, 13, 2, 1, -9, 2, -3
> COC(=O)Nc1sc2c(c1C(=O)NC1CC1)CCCCCC2
→ -3, -6, 2, 8, -15, 2, 9, 4, -6, 7, 4
> COc1ccc(C(C)(O)c2nc(-c3ccc(N(C)C)cc3)cs2)cc1 (stereo not drawn)
→ nt, -6, -2, -4, 0, -15, 0, 27, -9, 8, nt
> CCn1c(SCC(=O)N(C)c2c(N)n(Cc3ccccc3)c(=O)[nH]c2=O)nnc1-c1cccs1
→ 1, -46, 3, 4, -6, 5, 1, 2, 10, -4, 2
> COc1ccc(NS(=O)(=O)c2cn(C)nc2C)cc1
→ -4, -1, -6, 4, -3, 32, -8, -8, -6, -18, 7
> COc1ccc(C2C(C(C)=O)=C(O)C(=O)N2C)c(OC)c1 (stereo not drawn)
→ 7, -17, nt, 2, -7, -15, 8, 9, 18, 2, 2
> Cc1ccc(-n2ncc(C#N)c2/N=C/N(C)C)cc1
→ -7, -5, -6, -18, -9, 12, -1, 10, -10, -10, -6
> O=C(Cn1ccc2ccccc2c1=O)NCC(=O)N1CCN(c2ccc(F)cc2)CC1
→ -3, 2, 7, 7, -3, -10, 22, -13, -2, 7, -1
> CC(OC(=O)/C=C/c1ccccc1)C(=O)Nc1ccc2c(c1)OCCO2 (stereo not drawn)
→ -7, -8, 0, -26, -7, 3, -13, 2, 6, -1, -13
> Cc1ccc(S(=O)(=O)N(C)C)cc1-n1c(SCC(=O)Nc2ccc(F)c(F)c2F)nc2ccccc2c1=O
→ -8, 8, 5, -5, 6, 7, -9, 5, -1, 0, 0
> Cc1cccc(OCc2nnc(NC(=O)Cc3cccs3)s2)c1
→ -1, 0, 2, -2, -3, -8, -5, -12, -7, -6, -8
> Cc1c(CCOC(=O)c2ccccc2)sc[n+]1CC(=O)c1ccc(Br)cc1
→ -6, nt, 3, 0, 4, -5, -14, nt, 10, -23, 2
> COc1ccc2c(c1)Cc1sc(NC(C)=O)nc1-2
→ -34, -29, 3, -81, -1, -112, -88, -29, -20, -1, 9
> O=C(COc1ccc([N+](=O)[O-])cc1)Nc1cc(S(=O)(=O)N2CCCCC2)ccc1N1CCCCC1
→ -4, 15, -2, 0, 0, -1, -10, 4, -17, -1, 0
> Cc1cc(NC(=O)CCC(=O)N(c2ccc(F)cc2)C(C(=O)NC2CCCC2)c2ccc(C)o2)no1 (stereo not drawn)
→ -4, -19, 2, 12, -5, -2, -11, -7, 7, -6, -3
> O=C(Nc1cccnc1)/C(N=Nc1cccnc1)=C(\O)c1ccccc1
→ -11, -33, 2, 12, 3, -4, -1, -14, -3, -11, -11
> CC(NC(=O)c1cc(=O)[nH]c2ccccc12)c1ccccc1 (stereo not drawn)
→ 8, -14, 11, 13, 4, 3, -32, 7, -6, -3, -7
> CC(=O)c1c(C)[nH]c(C(=O)NNC(=O)COc2cc(C)ccc2C(C)C)c1C
→ 0, -3, -3, 12, 0, -9, -5, -6, 1, -16, -8
> COc1ccc(N)cc1NC(=O)CN1CCOCC1
→ 1, -31, nt, -9, 2, -12, -14, 0, -7, -7, 4
> O=C(Nc1cc2c(cc1C(=O)O)OCCCO2)c1ccc(C(F)(F)F)cc1
→ -21, 4, -2, -104, -3, -101, -35, -32, -16, 2, -9

(more compounds)
molecule	LMP1 NFkB inh	NCOA2 inhibitor	Vif imaging	NCOA3 inh	NOD2-RIPK2 inh	NR5A2 inv ag	NCOA1 inh	NR2F2 inh	TROY NFkB inh	C8 TRAIL sens	TLR9-MyD88 inh
O=C(c1ccc(S(=O)(=O)Cc2ccccc2Cl)c([N+](=O)[O-])c1)N1CCOCC1	-4	31	-3	26	-14	3	9	0	-5	2	-6
Cc1cc(C)c2[nH]c(C(=O)Nc3ccc(F)cc3Br)cc2c1	-10	-37	2	-45	-12	-32	-17	-9	-3	-5	-3
Cc1ccc(-c2nnn(CC(=O)NCC3COCCO3)n2)o1 (stereo not drawn)	-20	-30	-5	1	1	1	-7	-3	4	-2	5
O=C(COCC(=O)N1CCOCC1)N1CCOCC1	-12	16	11	-3	-7	10	-42	9	1	0	5
Cc1cc(C)c(S(=O)(=O)NCC(=O)NCc2cc(=O)n(C)c(=O)n2C)c(C)c1	-2	-7	-12	21	10	14	15	-5	-13	-2	0
Cc1cc(OCC(=O)N2CCC[C@@H]2C(=O)O)c2c(C)c(C)c(=O)oc2c1	-6	20	-11	-11	-15	-5	0	9	6	4	0
COc1ccc(-n2c(SC3CCOC3=O)nc3ccccc32)cc1 (stereo not drawn)	0	-4	6	-20	6	4	12	8	8	-3	1
CC(C)c1ccc(NC(=O)C2CC(=O)N=C(N)S2)cc1 (stereo not drawn)	4	8	16	-13	-5	-14	-5	-2	-4	2	-4
COc1ccc(OC)c(/C=C/c2ccnc3ccccc23)c1	7	-26	4	45	1	18	26	-16	-10	17	-22
CCOC(=O)NC1(NCC(C)C)Oc2ccccc2O1	-7	-9	22	-23	-8	-5	-1	-2	-21	-1	5
O=C(NN=C1C2CC3CC(C2)CC1C3)c1cccc(S(=O)(=O)N2CCOCC2)c1	18	-5	15	9	1	8	-12	7	1	1	2
NS(=O)(=O)c1ccc(CCNC(=S)NC2CCCCC2)cc1	-19	-12	5	11	-7	11	15	-4	-4	-15	3
CC(C)CN1C(=O)c2ccc(NC(=O)Cc3ccccc3)cc2C1=O	0	-6	nt	-5	-5	-1	-16	3	-21	-6	7
CCCCCc1nnc(NC(=O)NS(=O)(=O)c2ccc(C)cc2)s1	-2	-17	-8	-9	-7	-2	10	-8	23	0	13
CCCNc1nc2c(c(=O)[nH]c(=O)n2C)n1CCc1ccccc1	5	-2	9	4	-6	4	-14	9	16	4	-2

One compound at a time, as listed above. Values in the order: LMP1 NFkB inh | NCOA2 inhibitor | Vif imaging | NCOA3 inh | NOD2-RIPK2 inh | NR5A2 inv ag | NCOA1 inh | NR2F2 inh | TROY NFkB inh | C8 TRAIL sens | TLR9-MyD88 inh
O=C(NN=C1C2CC3CC(C2)CC1C3)c1cccc(S(=O)(=O)N2CCOCC2)c1 is listed as 18 | -5 | 15 | 9 | 1 | 8 | -12 | 7 | 1 | 1 | 2
CC(C)C1CC(c2ccccc2)(C(CN)CO)CCO1 (stereo not drawn) is listed as -2 | 19 | -2 | 14 | -7 | -3 | 1 | 20 | -18 | -2 | 1
CCOc1ccc(OCC)c(NC(=O)CN2CCN(c3cccc(C)c3)CC2)c1 is listed as 15 | 13 | -11 | 1 | -11 | 6 | 12 | 7 | 29 | -3 | -6
Cc1ccc(C)c(NC(=O)CSc2nnc(-c3ccncc3)o2)c1 is listed as nt | -17 | nt | -7 | -12 | -11 | -2 | -7 | 13 | -32 | nt

Assay outcomes deposited in PubChem by several laboratories.

Some of the compounds tested, so the mix of outcomes need not match the whole.
